rad50: NCI yeast anticancer drug screen, S. cerevisiae rad50 strain; % growth inhibition at 50 µM; 79,000 compounds, 10% hits; AID 155;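 further: 0% = growth of vehicle-only cultures of the same strain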
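Inhibition values express reduced yeast growth in compound-treated cultures relative to vehicle-treated controls.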
sgs1 mgt1: NCI yeast anticancer drug screen, S. cerevisiae sgs1 mgt1 strain. 78,000 compounds, 10% hits. % growth inhibition at 50 µM;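 further: 0% = growth of vehicle-only cultures of the same strain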
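Mutant yeast exposed to compound; growth scored against vehicle-only wells.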
bub3: NCI yeast anticancer drug screen, S. cerevisiae bub3 mutant strain | % growth inhibition at 50 µM | 78,000 compounds, 9.9% hits | AID 167;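 further: 0% = growth of vehicle-only cultures of the same strain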
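In this screen, a yeast mutant lacking normal mitotic checkpoint function is challenged with compound. Relative growth versus vehicle gives the inhibition value.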
yeast cln2 rad14: NCI yeast anticancer drug screen, S. cerevisiae cln2 rad14 strain | growth inhibition, % at 50 µM | 78,000 compounds, 8.3% hits | AID 165;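 further: 0% = growth of vehicle-only cultures of the same strain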
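The screen exposed genetically defined yeast (cln2 rad14) to test compounds and scored growth inhibition relative to vehicle-treated controls.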
mec2-1: NCI yeast anticancer drug screen, S. cerevisiae mec2-1 strain | AID 157 | 79,000 compounds, 9% hits | % growth inhibition at 50 µM;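 further: 0% = growth of vehicle-only cultures of the same strain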
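Test agents were screened against the mec2-1 yeast strain, with defined DNA repair or cell cycle alteration. Growth was scored as inhibition against vehicle-only controls.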
yeast mlh1 rad18: NCI yeast anticancer drug screen, S. cerevisiae mlh1 rad18 strain. % growth inhibition at 50 µM. 79,000 compounds, 11% hits. AID 175;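 further: 0% = growth of vehicle-only cultures of the same strain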
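Inhibition values reflect reduced growth of mutant yeast versus vehicle-treated controls following compound exposure; the mutations affect DNA damage repair.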
* marks the source's active call; other numbers are inactive results; . = no result given; & = joins results of further samples; ! = not active in a repeat. No stated cut-off is given here; in the data, active means growth inhibition above about 70%; inactive means the rest.

Order of results: rad50	sgs1 mgt1	bub3	yeast cln2 rad14	mec2-1	yeast mlh1 rad18
c1ccc(-c2nc(-c3ccccc3)c(-c3ccccc3)[nH]2)cc1
 : -1	12	5	11	28	-36
CC(=O)Oc1cccc2c1C(=O)c1c(OC(C)=O)cc(C)cc1C2=O
 : 11	2	-41	-1	5	-16
Cc1ccc2nc(-c3ccc(-c4nc5ccc(C)cc5o4)c(O)c3)oc2c1
 : -36	-27	-17	3	-14	-25
CC(C)CCCC(C)C1CCC2C3CCC4CN(N=O)CCC4C3CCC12C (stereo not drawn)
 : -21	-18	-1	-31	-16	-19
CN1CCC2(CC1)C(=O)N(Cc1ccccc1)C(=O)C2c1ccccc1 (stereo not drawn)
 : -10	-6	3	6	-7	-13
Cc1ccc([N+](=O)[O-])cc1NC(=O)Sc1ccc(C(C)(C)C)cc1C
 : 5	5	3	-11	7	9
O=[N+]([O-])c1ccc(-c2ccc(-c3csc(Nc4ccccc4)n3)o2)cc1
 : 93*	93*	93*	91*	93*	90*
Nc1ncnc2c1c(-c1ccccc1)cn2-c1ccc(I)cc1
 : 33	41	97*	94*	75*	48
Nc1nc(N)c(N=Nc2ccc([N+](=O)[O-])cc2)c(=O)[nH]1
 : -1	-12	1	9	-17	-4
CC1(C)CC(=O)C(=Cc2c[nH]c3ccccc23)C(=O)C1
 : 3	-4	-1	-22	-8	-11
C1=NC(N(Cc2ccccc2)Cc2ccccc2)N(Cc2ccccc2)N1 (stereo not drawn)
 : 92*	92*	92*	90*	94*	89*
O=C1OC(c2ccccc2)=N/C1=C\c1ccc(F)cc1
 : -10	-2	-19	-10	-18	-4
[O-]c1c2cc(-[n+]3c(-c4ccccc4)cc(-c4ccccc4)cc3-c3ccccc3)cc1COCCOCCOCCOCCOC2
 : 59	32	22	17	33	72*
O=c1cc(O)n2ncnc2[nH]1
 : -4	-22	-13	3	-24	9
COc1cccc(/C=C2\CCC(C)(CN(C)C)C2=O)c1 (stereo not drawn)
 : 33	39	13	29	9	30
O=P1(NCCCl)OCC2(CO1)COP(=O)(NCCCl)OC2 (stereo not drawn)
 : -7	-6	3	-28	-10	-12
COC(=O)c1ccccc1NN=Nc1ccccc1Cl
 : 4	-1	6	8	-18	11
COc1ccc2c(c1)-c1nn(CCCN(C)C)c3ccc([N+](=O)[O-])c(c13)N2
 : 76*!	-28&24	-60&28	21&11	12&8	28&40
C=C(C)C(=O)OC1CC2=CC(CC3(C)OC3C3OC(=O)C(=C)C13)OC2=O (stereo not drawn)
 : 89*	58	79*	30	87*	51
CC1SC2(C(=O)Nc3ccccc32)N(c2ccc(O)cc2)C1=O (stereo not drawn)
 : 6	9	8	2	-3	15

Filtered by structure: the entries above with a nitro group on carbon
Order of results: rad50	sgs1 mgt1	bub3	yeast cln2 rad14	mec2-1	yeast mlh1 rad18
Cc1ccc([N+](=O)[O-])cc1NC(=O)Sc1ccc(C(C)(C)C)cc1C
 : 5	5	3	-11	7	9
O=[N+]([O-])c1ccc(-c2ccc(-c3csc(Nc4ccccc4)n3)o2)cc1
 : 93*	93*	93*	91*	93*	90*
Nc1nc(N)c(N=Nc2ccc([N+](=O)[O-])cc2)c(=O)[nH]1
 : -1	-12	1	9	-17	-4
COc1ccc2c(c1)-c1nn(CCCN(C)C)c3ccc([N+](=O)[O-])c(c13)N2
 : 76*!	-28&24	-60&28	21&11	12&8	28&40

New compounds follow
Order of results: rad50	sgs1 mgt1	bub3	yeast cln2 rad14	mec2-1	yeast mlh1 rad18
CC1(C(=O)O)CC(C(=O)O)=Nn2c3ccccc3c3cccc1c32 (stereo not drawn)
 : -3	-18	8	-3	-15	1
Cc1cc2c(cc1C)-c1c(N)nc(N)nc1CC2
 : 2	-9	-15	-29	10	13
COC(=O)c1cc2c(cc1CC(Cc1ccc3c(c1)CCCC3)C(=O)OC)CCCC2 (stereo not drawn)
 : -2	-15	-2	2	1	-5
C=C1C(=O)OC2CC34OC3CC/C(=C\C(OC(=O)C(C)C)C12)COC4O (stereo not drawn)
 : 16	29	22	24	30	33
COC(=O)c1ccccc1NC(=O)C1CCCCC1=O (stereo not drawn)
 : 2	0	12	-22	-1	1
CCCc1cccc(CCC)c1NC(=O)Nc1cc(Cl)cc(Cl)c1
 : 38	48	44	37	20	24
CC(C)CN1CC(=O)N2CCCC(c3ccccc3)N2C(=O)C1 (stereo not drawn)
 : 16	21	21	20	4	12
O=C(/C=C/c1ccc(OCc2ccccc2)cc1)c1cccc([N+](=O)[O-])c1
 : 5	-6	0	9	6	12
COc1cccc(C(F)(F)F)c1
 : -3	-10	19	-7	10	-13
C[C@]12CC[C@H]3[C@@H](CC=C4C[C@@H](O)CC[C@@]43C)[C@@H]1CC[C@@H]2N(CCO)CCO
 : 30	10	-6	13	4	35
CCCCCCCC[n+]1cccc(C#N)c1
 : 13	21	36	17	24	19
COc1ccc2c(O)c(S(=O)(=O)c3ccc(C)cc3)c(=O)oc2c1
 : 7	8	10	6	22	3
NC(=O)NCCCCC(Nc1ccc([N+](=O)[O-])cc1[N+](=O)[O-])C(=O)O (stereo not drawn)
 : 5	3	-2	4	5	-13
CCN(CC)CCOc1ccc(N)cc1
 : -22	-28	-14	-2	-31	-19
O=C(CN1CCCCC1)Nc1cccc(Cl)c1
 : 40	27	15	15	4	31
COc1ccc(/C(=C/n2ccnc2)C(O)c2ccc(OC)c(OC)c2)cc1OC (stereo not drawn)
 : -16	-32	-3	-2	-12	-11
CC(=O)Nc1cc2cc(NS(=O)(=O)c3ccc(Cl)c(Cl)c3)ccc2oc1=O
 : 8	0	-4	20	-2	10
C/C(CC(=O)Nc1ccc(Cl)cc1)=N\NC(=O)C[n+]1ccccc1
 : 1	11	-12	17	-18	-9
COC(=O)c1ccoc1
 : 1	-16	-14	8	2	0
O=C(CCl)N(c1ccccc1)c1ccccc1
 : 90*	92*	87*	68	90*	93*
NC(=O)NC(=O)N/N=C/c1ccccc1
 : 23	3	8	4	2	15
CCCCCCCCCCCCCCCCBr
 : 100*	99*	100*	99*	100*	99*
CCCCCCCCC1CCC(=O)NC1=O (stereo not drawn)
 : 35	69	33	-5	19	-7
C=C1C(=O)O[C@@H]2C[C@@H](C)[C@@H]3CC(=O)OC[C@@]3(C)C[C@H]12
 : 23	21	15	43	6	18
CCOCCOCCOc1c(Cl)cc(Cl)cc1Cl
 : -7	-7	30	-46	2	-22
O=C1/C(=C/C=C/c2ccccc2)CCC1CNc1ccc(Br)cc1 (stereo not drawn)
 : -20	-18	-15	17	-12	10
CSC(=S)/C(=C/Nc1ncccn1)c1ccccc1
 : 95*	79*	92*	95*	94*	95*
CC(=O)/C(N=Nc1ccc(S(=O)(=O)c2ccc(N=N/C(C(C)=O)=C(/C)O)cc2)cc1)=C(\C)O
 : -27	-10	-21	0	-20	-15
Cc1cc(O)c(O)cc1C/C=C/c1ccccc1
 : 53	52	53	42	27	41
O=C(OCc1ccco1)c1ccc([N+](=O)[O-])cc1
 : -5	-4	-14	-33	-7	-13
CC(C)=CCCC(C)C1=C(O)C(=O)C(C)=CC1=O (stereo not drawn)
 : 89*	91*	91*	70	93*	87*
O=C(c1ccc([N+](=O)[O-])cc1)C(Br)C(Br)c1ccnc2ccccc12 (stereo not drawn)
 : 98*	99*	99*	97*	99*	99*
COc1cc(C2C3=C(COC3=O)Oc3cc4c(cc32)OCO4)ccc1O (stereo not drawn)
 : 56	22	29	34	32	78*
O=c1[nH]c2c([N+](=O)[O-])cc(Cl)cc2nc1/C=C(\O)c1cccnc1
 : 18	34	4	36	1	45
Nc1c(-c2c(Cl)cccc2Cl)[n+]([O-])c2ccccc2[n+]1[O-]
 : 75*	75*	67	69	39	89*
CC(C)(C)C1=CC(=O)C(C(C)(C)C)=CC1=O
 : -2	-17	-7	-55	3	18
CC1(C)N=C(C(N)=O)c2ncn(-c3ccccc3)c2N1
 : -11	-31	-27	-7	-18	13
C[C@@]12CCC[C@H]1[C@@H]1CC=C3C[C@@H](S)CC[C@]3(C)[C@H]1CC2
 : -7	-3	-7	-31	4	-14
CN1CN(c2ccccc2)C2(CCN(C(=O)OC(C)(C)C)CC2)C1=O
 : 34	-2	-16	18	5	-55
Cc1nn(C(=O)c2ccncc2)c(C)c1N=Nc1ccccc1[N+](=O)[O-]
 : 61	85*	2	-3	21	26
OCC1OC(OCC(O)C(O)C(O)C(/C=N/Nc2ccccc2)=N/Nc2ccccc2)C(O)C(O)C1O (stereo not drawn)
 : 99*	93*	99*	99*	100*	99*
CC(CO)(CO)N=Cc1ccccc1
 : -7	-2	3	-16	-11	5
OCC1OC(n2c(C(F)(F)F)nc3cc4ccccc4cc32)C(O)C1O (stereo not drawn)
 : -8	-13	-15	2	0	16
CCOC(=O)C(Cc1ccccc1C)(NC(C)=O)C(=O)OCC
 : 7	7	1	4	0	-11
C(=N/Nc1ccccc1)/c1ccco1
 : 32	-2	12	14	-1	55
C/C(=N\NC(=O)C1CCCO1)c1cccc2ccccc12 (stereo not drawn)
 : 3	6	4	17	12	4
N#CCCC(CC#N)N1CCN(C(CC#N)CCC#N)CC1 (stereo not drawn)
 : -34	-12	-13	-6	-49	-19
COc1ccc2[nH]cc([C@@H]3C4CCC(C4)[C@H]3NCc3cccc(CN[C@H]4C5CCC(C5)[C@@H]4c4c[nH]c5ccc(OC)cc45)c3)c2c1
 : 98*!	99*!	99*!	77*	99*!	38
C[n+]1ccc(/C=C/c2ccc(O)c3ncccc23)c2cccc(O)c21
 : 38	38	5	8	42	45
NC(=S)Nc1ccccn1
 : -11	-23	-12	-7	-23	-8
Cc1ccc(Nc2n[nH]c(=S)s2)cc1
 : 87*	.	.	.	86*	86*
COc1cccc2c1C(=O)c1c(O)c3c(c(O)c1C2=O)CC(O)(C(C)=O)CC3OC1CC(NC(=O)C(CCCCN)NC(=O)C(N)CCN)C(O)C(C)O1 (stereo not drawn)
 : 9	0	16	13	-1	15
Nc1cc2c(cc1Br)-c1ccccc1C2Br (stereo not drawn)
 : -6	4	1	11	-11	3
CCC1(C)CCC2(C)C(CCC3C4(C)CCCC32OC4=O)C1 (stereo not drawn)
 : 98*	97*	96*	92*	94*	92*
CC(C)(O)c1c(F)c(F)c(F)c(F)c1F
 : 17	5	28	18	-14	7
CN1C(=O)N(C)C2(CCN(CCCCCCF)CC2)C1=O
 : -10	-34	-19	-7	-20	-29
CC1=C(C2CO2)C(=O)c2ccccc2C1=O (stereo not drawn)
 : 55	57	29	22	38	64
O=C(O)CCc1ccncc1
 : 2	13	7	-2	9	-1
Cn1ccc(=O)c2ccccc21
 : 3	-9	6	3	-1	2
NC(=O)C(=CNC(=S)Nc1ccccc1)C(N)=O
 : -29	-12	-28	-15	-36	-5

Grouped by structure, the compounds so far containing bromine (4)
Order of results: rad50	sgs1 mgt1	bub3	yeast cln2 rad14	mec2-1	yeast mlh1 rad18
CCCCCCCCCCCCCCCCBr
 : 100*	99*	100*	99*	100*	99*
O=C1/C(=C/C=C/c2ccccc2)CCC1CNc1ccc(Br)cc1 (stereo not drawn)
 : -20	-18	-15	17	-12	10
O=C(c1ccc([N+](=O)[O-])cc1)C(Br)C(Br)c1ccnc2ccccc12 (stereo not drawn)
 : 98*	99*	99*	97*	99*	99*
Nc1cc2c(cc1Br)-c1ccccc1C2Br (stereo not drawn)
 : -6	4	1	11	-11	3

Continued:
Order of results: rad50	sgs1 mgt1	bub3	yeast cln2 rad14	mec2-1	yeast mlh1 rad18
CC12CCC(=O)C=C1C=CC2=O (stereo not drawn)
 : -1	23	15	7	5	-9
Cc1c(C#N)c(=N)oc2ccccc12
 : 8	23	18	14	7	-32
CCC(C(=O)O)(c1ccccc1)c1ccccc1
 : 49	25	42	56	27	43
CCCCCCCCCCCCSCCSCCC
 : -19	1	-7	-15	-11	4
CCCN(CCC)NC(=O)c1ccc(N=NN(C)C)cc1
 : 0	8	40	-5	33	21
Cc1ccc(C2OC(=O)C(=O)C2=O)cc1 (stereo not drawn)
 : -36	-23	-32	-22	-21	-3
O=C(O)CCC1CCC(=O)OC1=O (stereo not drawn)
 : -8	-5	-5	8	-1	-5
CCOC(=O)C(CCC(c1ccc(OC)cc1)c1ccc(OC)cc1)C(=O)OCC
 : 30	10	28	2	-8	-18
O=[N+]([O-])c1cc(F)ccc1Sc1ccccc1
 : 49	39	21	40	23	41
O=C(O)CC1(C(=O)O)CCCCC1
 : -16	-22	-7	18	-17	3
O=C(/C=C/c1ccco1)CCN1CCOCC1
 : 8	25	-7	-44	-5	14
CCCCCCCCSc1nc2ccc(N=Cc3ccccc3O)cc2s1
 : 75*	73*	22	54	32	36
COC(=O)C(CO)NC(=O)C(CSC(c1ccccc1)(c1ccccc1)c1ccccc1)NC(=O)OCc1ccccc1 (stereo not drawn)
 : 76*	79*	67	78*	69	84*
CC(=O)NCC(OC(C)=O)c1ccc2c(c1)[nH]c1ccccc12 (stereo not drawn)
 : 17	-3	11	10	-6	31

Bioassay records from PubChem BioAssay.
